TAAR1 antag: antagonists of human TAAR1 | Q96RJ0 | CHO RD-HGA16 TAAR1, Fluo-8 calcium fluorescence, antagonist | inhibition, % at 3 µM | hit rate 1.5% among 360,000;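 active = inhibition above a per-plate cutoff, the mean inhibition of test compounds on that plate plus 3 SD, cut at about 49% in these data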;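 note: 0% = DMSO plus EC80 beta-PEA response and 100% = DMSO alone without agonist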
Target sequence (Q96RJ0 whole entry, looked up): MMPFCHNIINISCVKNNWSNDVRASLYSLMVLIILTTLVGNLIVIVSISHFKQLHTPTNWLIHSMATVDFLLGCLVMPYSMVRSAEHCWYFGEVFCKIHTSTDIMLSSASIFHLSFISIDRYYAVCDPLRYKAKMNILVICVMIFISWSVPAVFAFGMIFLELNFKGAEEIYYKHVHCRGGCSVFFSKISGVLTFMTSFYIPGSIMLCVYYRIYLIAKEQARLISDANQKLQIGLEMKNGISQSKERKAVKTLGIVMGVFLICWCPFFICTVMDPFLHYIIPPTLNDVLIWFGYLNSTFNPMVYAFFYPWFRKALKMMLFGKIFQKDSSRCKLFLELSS
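System: RD-HGA16 CHO cells with stable hTAAR1 and Gα16 | Probe or stimulus: EC80 β-phenethylamine stimulus | Dosing: 3 µM, single point | Times: Dye loading 75 min at 37 °C, then 30 min room temperature | Measured by: Fluo-8 calcium-sensitive fluorescence | Read-out basis: % inhibition of agonist calcium response | Replicates: n of 1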
TAAR1 agonist: agonists of human TAAR1. AID 624467. activation, % at 3 µM. hit rate 0.99% among 360,000. CHO RD-HGA16 TAAR1, Fluo-8 calcium fluorescence; vehicle wells 0%, saturating PEA agonist 100%;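 active = activation above the mean activation of all test compounds in the run plus 3 SD, cut at about 38% in these data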
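Test system: RD-HGA16 (CHO) cells co-expressing Gα16 and hTAAR1 / Benchmarks: DMSO vehicle as 0%, PEA at EC100 as 100% / Repeats: no replicates (n 1) / Measure: % activation from peak over basal fluorescence ratio, DMSO-to-PEA scaled / Timing: 17-24 h plating, Fluo-8 75 min 37 °C, 30 min RT / Technique: kinetic Fluo-8 calcium fluorescence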
CHO-K1 Ca ag: nonselective activator or artifact in parental CHO-K1 cells | hit rate 0.48% among 360,000 | Fluo-8 calcium fluorescence; scaled to maximal ATP response, vehicle zero | AID 602248 | activation, % at 3 µM; in the data active = activation above about 15%;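 note: untransfected CHO-K1 host cells lacking M1 receptor as counterscreen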
M1 antag: antagonists of human M1 muscarinic receptor. P11229. CHO-K1 hM1, Fluo-8 calcium fluorescence, ACh EC80 antagonist. inhibition, % at 3 µM. hit rate 1.3% among 360,000. AID 588852;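 active = percent inhibition above its own plate's cutoff, namely the mean of that plate's compound wells plus 3 SD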;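 note: peak over basal fluorescence ratio during 140 s after agonist addition; 0% = ACh EC80 plus DMSO and 100% = DMSO alone without agonist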
OXTR potentiate: potentiates the human oxytocin receptor response; hit rate 0.061% among 320,000; activation, % at 3 µM; AID 2445; CHO-OTR cells, Fluo-8 calcium fluorescence, potentiator mode; 0% = oxytocin EC15, 100% = EC100;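 active = activation above that plate's cutoff, the mean activation of tested compounds plus 3 SD, cut at about 6.6% in these data, passing the limit was not always enough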;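 note: 100% uses oxytocin at 75 nM as the full agonist control; some results filed as inactive read as strong as hits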
Target sequence (P30559 whole entry, looked up): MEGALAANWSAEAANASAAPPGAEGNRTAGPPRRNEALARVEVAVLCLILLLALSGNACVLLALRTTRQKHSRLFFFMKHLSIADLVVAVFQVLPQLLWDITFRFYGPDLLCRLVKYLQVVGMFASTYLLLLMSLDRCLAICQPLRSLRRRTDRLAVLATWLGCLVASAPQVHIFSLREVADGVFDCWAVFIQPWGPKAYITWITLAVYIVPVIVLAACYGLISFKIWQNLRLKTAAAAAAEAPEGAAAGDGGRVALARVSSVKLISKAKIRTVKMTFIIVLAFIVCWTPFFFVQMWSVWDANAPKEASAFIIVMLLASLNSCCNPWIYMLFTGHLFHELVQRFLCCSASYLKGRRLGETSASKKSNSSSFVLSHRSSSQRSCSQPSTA
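assay system = CHO-OTR cells, human receptor | schedule = compound 6 min at room temperature before oxytocin, 100 s read | detection = Fluo-8 intracellular calcium fluorescence, ex 470-495, em 515-575 nm | evaluation = normalized max/min fluorescence ratio, % activation | control set = EC15 oxytocin alone as 0%, 75 nM oxytocin (EC100) as 100%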
CHO parental Ca: signal in parental CHO cells, OX1R antagonist counter-screen | parental CHO-K1, ATP-induced calcium, Fluo-8 fluorescence | inhibition, % at 5.6 µM | hit rate 0.63% among 330,000 | AID 463079;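 active = inhibition above that plate's mean sample inhibition plus 3 SD, cut at about 26% in these data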;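 note: 0% = ATP-challenged DMSO wells and 100% = DMSO wells without ATP; some compounds past the cut are filed as inactive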
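Material: Parental CHO cells | Reagent: ATP | Compound dosing: Single nominal dose of 5.6 µM per compound | Detection: Intracellular calcium via Fluo-8 no-wash fluorescent dye | Read-out: % inhibition of ATP-induced calcium mobilization | Benchmarks: Low control ATP plus DMSO, high control DMSO only | Replicates: Singlicate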
M1 PAM parental: counter-screen for M1 PAMs: effect in parental CHO-K1 cells. ATP EC20, Fluo-8 calcium fluorescence; 0% at ATP EC20, 100% at ATP max. activation, % at 3 µM. hit rate 0.02% among 360,000. AID 602247;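 active = activation above the run cutoff, the mean activation of all test compounds plus 3 SD, cut at about 40% in these data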;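 note: peak over basal fluorescence ratio in a 140 s read after ATP addition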
M1 ag: human M1 muscarinic receptor agonism | P11229 | activation, % at 3 µM | hit rate 0.33% among 360,000 | CHO-K1 hM1, Fluo-8 calcium fluorescence, agonist mode; 0% DMSO, 100% acetylcholine EC100;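 active = activation above the run's mean compound activation plus 3 SD, cut at about 16% in these data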;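 note: peak over basal fluorescence ratio within a 140 s kinetic read after compound addition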
CHO-K1 Ca antag: M1 antagonist counterscreen hit in parental CHO-K1 cells; hit rate 0.6% among 360,000; ATP-induced calcium, Fluo-8 fluorescence; inhibition, % at 3 µM; AID 602250;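 active = inhibition above a per-plate cutoff, the plate's mean sample inhibition plus 3 SD, cut at about 24% in these data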;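 note: 0% = DMSO plus EC80 ATP and 100% = DMSO alone without ATP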
The depositor's hits bear a star; · = no result given.

SMILES	TAAR1 antag	TAAR1 agonist	CHO-K1 Ca ag	M1 antag	OXTR potentiate	CHO parental Ca	M1 PAM parental	M1 ag	CHO-K1 Ca antag
O=C(Nc1cc(C(=O)N2CCN(c3ccccc3O)CC2)ccc1Cl)c1cccs1	39	11	4.4	-6	-13	-19	-27	-1	-4
CCCC(=O)N1CCC1(C)C(=O)NS(=O)(=O)c1cccc(C)c1 (configuration not stated)	-13	1	0.0	4	·	·	12	-1	-6
Cc1nc(-c2cc(-c3nc(-c4ccc(C(F)(F)F)cc4)no3)no2)cs1	-7	0	-0.4	-12	3	-3	-20	-3	11
Cc1coc(C)c1C(=O)CC1(O)C(=O)N(CCc2ccccc2)c2ccccc21 (configuration not stated)	4	1	-0.5	-10	-6	-26	3	-4	10
CC1(C)CC(=O)c2c(nn(-c3ccccc3)c2N)C1	-17	6	0.6	-4	0	-3	20	-4	-19
CC(O/N=C/c1ccccc1OC(F)F)C(=O)Nc1cccc(S(=O)(=O)N2CCOCC2)c1 (configuration not stated)	-10	5	1.3	-8	-5	-18	8	-4	4
COc1ccc(CNC(=O)[C@H](C)N2C(=O)N3CCc4c([nH]c5ccc(OC)cc45)[C@@]3(C)C2=O)cc1	30	12	1.7	-2	-4	-19	9	-3	-2
Cc1ccc(C(=O)O)cc1NS(=O)(=O)c1ccc2ccccc2c1	-7	0	0.2	8	-10	-13	-2	-6	2
COc1cccc(/C=N/n2c(=S)n(C)c3cc(C)c(C)cc32)c1OC	4	17	1.1	0	-3	2	20	-2	-11
COCCOc1cc(COC)nc(-c2cccc(C)c2)n1	-25	3	-0.2	-3	-4	-10	5	-5	2
COc1ccc(C)cc1NC(=O)CN(c1ccc(C)cc1)S(C)(=O)=O	10	-1	0.6	-9	6	-17	3	-8	0
CCOC(=O)N1CCC(NC(=O)c2oc3c(c2C)-c2[nH]ncc2CC3)CC1	11	7	0.2	-3	5	-3	17	-5	-2
O=C(CNC(=O)c1ccc(Br)cc1)c1ccc(Br)cc1	-5	7	-0.1	-16	-1	-7	-8	-4	-7
CC1CCN(S(=O)(=O)c2cccc(C(=O)NCc3ccco3)c2)CC1	7	4	1.0	-12	-2	-15	23	-5	-2
COc1ccc(C2(c3ccc(OC)cc3)NC(=O)N(CC(=O)Nc3ccccc3C)C2=O)cc1	2	3	4.3	-8	·	·	-9	2	-2
Cc1ccc2nnn(Cc3cccc(C(C)(C)C)c3O)c2c1	40	16	2.2	17	-16	4	-2	0	-4
CCOC(=O)C1CCN(Cc2cnc(Oc3ccc(Cl)cc3C)s2)CC1	-13	1	0.6	1	-7	-14	-4	-4	-2
CC(=Cc1ccccc1)C=C1SC(=S)N(CCCC(=O)Nc2ccc(C(=O)O)cc2)C1=O	15	7	-0.2	-12	·	·	9	0	0
O=C1CC(C(=O)Nc2ccc(F)c(Cl)c2)N=C(N2CCCCC2)N1 (configuration not stated)	6	6	0.5	0	-2	0	12	-3	-2
Cc1nc(-n2nnc3ccccc32)c2c3c(sc2n1)CCCC3	6	0	-0.6	10	-4	-22	6	-9	-12
COc1ccccc1-c1cc(C(=O)N/N=C\c2cnn(C)c2C)c2ccccc2n1	34	14	3.5	6	-4	-29	23	-3	-7
CCC1Oc2ccc(C)cc2N(Cc2cccc(C)c2)C1=O (configuration not stated)	3	32	-0.5	-6	-4	-32	19	-7	-10
CN(C(=O)CSc1nc(-c2ccc(F)cc2)cs1)C1CCS(=O)(=O)C1 (configuration not stated)	2	-3	0.4	1	-10	-17	-3	-13	-13
CC(C)CN(C(=O)COC(=O)c1c2c(nc3ccccc13)CCC2)c1c(N)n(Cc2ccccc2)c(=O)[nH]c1=O	-18	6	0.6	-13	-7	-20	-9	2	2
COc1cc(C(=O)N(Cc2cc3cc(C)ccc3[nH]c2=O)CC2CCCO2)cc(OC)c1OC (configuration not stated)	6	5	2.1	-22	-18	-11	-4	-2	-3

(listing goes on)
SMILES	TAAR1 antag	TAAR1 agonist	CHO-K1 Ca ag	M1 antag	OXTR potentiate	CHO parental Ca	M1 PAM parental	M1 ag	CHO-K1 Ca antag
CN(C(=O)Cn1cc([N+](=O)[O-])ccc1=O)C1CCCCC1	-23	13	0.3	-3	-1	-3	-7	-2	-5
COc1ccc(C(O)c2nc(-c3ccc(F)cc3OC)cs2)cc1 (configuration not stated)	1	-1	1.2	-24	·	·	20	-1	-13
O=C(COC(=O)Cn1cnc2ccccc21)Nc1cccc2c1C(=O)c1ccccc1C2=O	5	2	1.7	9	-3	-6	21	-1	-7
CCO/C=C1\C(=O)N(c2ccc(OCC)cc2)C(=O)c2ccccc21	8	-1	0.6	-12	-19	-15	7	-4	-6
CCOc1ccc(C(=O)N/N=C/c2cc(Cl)ccc2[N+](=O)[O-])cc1	34	5	0.2	-1	-10	2	23	-3	-5
CC(=O)NC(c1cccc([N+](=O)[O-])c1)c1c(OC(C)=O)ccc2ccccc12 (configuration not stated)	-5	12	0.1	0	2	-4	13	-3	-3
O=C(Cn1ccc2ccccc2c1=O)NCCC(=O)N1CCN(c2ccccc2)CC1	-24	-1	-0.2	-3	1	-24	5	-7	-11
Cc1c(Cl)c(C(=O)NC2CCCC2)nn1C	-11	2	0.3	-4	-9	-1	13	-4	-9
CC(C)(C)n1nnnc1C(c1ccccc1)N1CCCN(Cc2ccc(F)cc2)CC1 (configuration not stated)	0	0	-0.1	·	·	·	17	·	-12
O=C(NNC(=O)C(O)(c1ccccc1)c1ccccc1)C1CC1	-20	1	0.6	-3	-6	-14	9	-1	-5
CCOC(=O)C1CCN(C(=O)c2ccc3snnc3c2)CC1	-3	0	0.5	-3	-9	-4	19	-5	-6
CCCn1c(SCC(=O)/C(C#N)=C(\C)N)n[nH]c1=O	-23	4	-0.3	7	-2	-6	-13	0	3
CSc1ccccc1NC(=O)CN(C)S(=O)(=O)c1ccc(F)cc1	5	12	1.2	-8	-8	-8	13	-3	-13
Clc1ccc(-c2nnc(-c3ccccc3Cl)o2)cc1	9	24	-0.2	14	-6	-11	3	-3	-5
COc1ccccc1NC(=O)CSc1nnc(COc2ccc(Cl)cc2)o1	-10	5	4.7	-9	-1	-10	10	-2	-9
COc1ccc(-n2nnnc2-c2cnc3cc4c(cc3c2C)OCO4)cc1	8	1	0.1	0	-21	-8	7	-3	0
CCCCNC(=O)COC(=O)c1ccc(NC(C)=O)cc1	3	13	0.5	-9	-8	-15	19	-5	-7
CCCOc1ccc(Oc2nc(-c3ccncc3)nc3ccccc23)cc1	-24	4	-0.2	-12	-9	-20	-15	-1	5
O=C(O)CCC(=O)NCCc1cccc(Cl)c1	6	38*	1.6	0	-6	-13	16	-6	-22
COc1ccccc1OCC(=O)Nc1ccc2c(c1)OCO2	7	-1	0.0	3	-5	-10	-5	-5	-2
COC(=O)C1(C)NC(c2ccc(F)cc2)C2C(=O)N(c3ccccc3)C(=O)C21 (configuration not stated)	4	3	0.3	-19	-6	-21	7	-1	-1
CC(C1CC2CCC1C2)n1c(-c2cccs2)n[nH]c1=S (configuration not stated)	-16	7	-0.3	-23	-8	-20	4	0	-9
CCC(C)NC(=O)c1cc(S(=O)(=O)N2CCCCC2)c[nH]1 (configuration not stated)	-2	2	0.8	-20	-2	-2	22	0	-5
CC(=O)Nc1ccc(S(=O)(=O)N(C)CC(=O)NC2CCCC(C)C2C)cc1 (configuration not stated)	-19	0	0.8	-22	2	-28	5	-1	-8
CSCCC(NC(=O)c1ccc(Cl)cc1Cl)C(=O)OC(C)C(=O)NCc1ccco1 (configuration not stated)	-2	-1	0.3	-4	-1	-19	6	-3	-5

Some of these compounds in order of SMILES length, smallest number first.
SMILES	TAAR1 antag	TAAR1 agonist	CHO-K1 Ca ag	M1 antag	OXTR potentiate	CHO parental Ca	M1 PAM parental	M1 ag	CHO-K1 Ca antag
CSc1ccccc1NC(=O)CN(C)S(=O)(=O)c1ccc(F)cc1	5	12	1.2	-8	-8	-8	13	-3	-13
CCO/C=C1\C(=O)N(c2ccc(OCC)cc2)C(=O)c2ccccc21	8	-1	0.6	-12	-19	-15	7	-4	-6
CCOc1ccc(C(=O)N/N=C/c2cc(Cl)ccc2[N+](=O)[O-])cc1	34	5	0.2	-1	-10	2	23	-3	-5

Full records, looked up by structure.
O=C(NNC(=O)C(O)(c1ccccc1)c1ccccc1)C1CC1 is listed with TAAR1 antag: -20; TAAR1 agonist: 1; CHO-K1 Ca ag: 0.6; M1 antag: -3; OXTR potentiate: -6; CHO parental Ca: -14; M1 PAM parental: 9; M1 ag: -1; CHO-K1 Ca antag: -5
CSCCC(NC(=O)c1ccc(Cl)cc1Cl)C(=O)OC(C)C(=O)NCc1ccco1 (configuration not stated) is listed with TAAR1 antag: -2; TAAR1 agonist: -1; CHO-K1 Ca ag: 0.3; M1 antag: -4; OXTR potentiate: -1; CHO parental Ca: -19; M1 PAM parental: 6; M1 ag: -3; CHO-K1 Ca antag: -5

(list continues)
SMILES	TAAR1 antag	TAAR1 agonist	CHO-K1 Ca ag	M1 antag	OXTR potentiate	CHO parental Ca	M1 PAM parental	M1 ag	CHO-K1 Ca antag
CN(Cc1ccccc1)C(=O)c1[nH]cnc1C(=O)NCc1ccc(CNC(=O)OC(C)(C)C)cc1	41	11	6.8	19	-6	-11	-19	1	-3
COc1ccc2nc(NNC(=O)c3cc(=O)c4ccccc4o3)sc2c1	14	0	0.0	-12	-7	-7	-6	1	3
Cc1cnc(C(=O)OCC(=O)Nc2c(Cl)cc(Cl)cc2Cl)cn1	-9	9	0.4	-2	-1	-4	12	1	-9
O=C(O)C1Nc2c(C(F)(F)F)ccc(Cl)c2C2C=CCC12 (configuration not stated)	8	-2	-0.6	-13	-5	-1	0	2	6
CC(=O)Nc1ccc(OCc2ccccc2)cc1[N+](=O)[O-]	-23	16	0.0	-8	·	·	-14	-1	-3
NC(c1csc(Nc2ncccn2)n1)C1CCCCC1 (configuration not stated)	-17	3	0.8	-1	·	·	-9	1	1
C/C(CC(=O)Nc1ccc(Cl)cc1Cl)=N\NC(=O)C(=O)N1CCCC1	7	4	0.7	-11	-8	-17	22	-1	-30

Shown comma-delimited: entries from further up.
SMILES,TAAR1 antag,TAAR1 agonist,CHO-K1 Ca ag,M1 antag,OXTR potentiate,CHO parental Ca,M1 PAM parental,M1 ag,CHO-K1 Ca antag
C/C(CC(=O)Nc1ccc(Cl)cc1Cl)=N\NC(=O)C(=O)N1CCCC1,7,4,0.7,-11,-8,-17,22,-1,-30
CC(=O)Nc1ccc(OCc2ccccc2)cc1[N+](=O)[O-],-23,16,0.0,-8,·,·,-14,-1,-3

Screening results (PubChem)
